CaV13 ICDI inh: Disruptors of the CACNA1D IQ motif to Ca2+-dependent inactivation inhibitor domain association, primary screening, Förster resonance energy transfer in intact living …; HEK cells, CFP/YFP FRET ICDI-IQ, plate reader, 10 min; percent FRET-ratio fall versus neutral wells; inhibition, % at 12.3 µM; 340,000 compounds, 0.098% hits; AID 743397;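 active means mean replicate inhibition of at least 30% and at least 1% of replicates passing that level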;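 further: 0% = median of the neutral control wells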
PDI inh: inhibitors of human protein disulfide isomerase | PDI insulin aggregation turbidity, A650, 90 min | inhibition, % at 10 µM | AID 588391 | P07237 | 350,000 compounds, 0.052% hits;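 active means mean inhibition across replicates of 30% or more, whatever share of single replicates reach that level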;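 further: absorbance from insulin aggregation driven by PDI reduction with DTT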
Vif imaging: HIV Vif inhibition | HEK293T cells, Vif self-association by quenched fluorescence, imaging, 24 h | inhibition, % at 7.49 µM | 340,000 compounds, 0.35% hits; in the data active means inhibition above about 50%, passing the limit was not always enough; further: some results filed as inactive read as strong as hits
aDG glyco act: increases alpha dystroglycan glycosylation | Pro5-aDG cells, alpha-DG glycosylation AlphaScreen (IIH6); 0% Pro5, 100% B10-LARGE cell signal | activation, % at 10 µM | 360,000 compounds, 0.22% hits;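 active means activation of at least 8% versus controls, or a plate z-score of at least 8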;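 further: Pro5 are CHO cells carrying HIG-tagged alpha-DG that lacks glycosylation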
m5-HT2A agonist: activates the mouse 5-HT2A serotonin receptor; P35363; activation, % at 7.6 µM; CHO-K1 mHTR2A beta-arrestin complementation, luminescence; percent of 30 µM serotonin response; AID 624169; 360,000 compounds, 0.66% hits;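 active means activation above a run cutoff, the mean activation of all tested compounds plus 3 SD, cut at about 14% in these data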;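 further: 0% = plate median of compound wells and 100% = 30 µM serotonin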
MC4R antagonist: antagonists of human melanocortin 4 receptor (MC4R). MC4R-expressing cells, MTII-stimulated cAMP, LANCE TR-FRET. inhibition, % at 6.5 µM. 360,000 compounds, 0.48% hits. AID 540295;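 active means inhibition above its plate's cutoff, the mean of tested wells on that plate plus 3 SD, cut at about 29% in these data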;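 further: 0% = Melanotan II alone and 100% = Melanotan II plus saturating MCL0020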
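Assay system: human MC4R-expressing U2OS cells; reagent: Melanotan II stimulation of cells; dosing: 6.5 µM single dose; timing: compound 30 min, challenge 1 h, detection 1 h; signal: TR-FRET cAMP assay; replicates: one well per compound, no replicates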
MC4R ag barr: human MC4R agonism via beta-arrestin | activation, % at 8.9 µM | 360,000 compounds, 0.98% hits | U2OS MC4R beta-arrestin complementation, luminescence; percent of melanotan II response, DMSO zero | AID 540308 | P32245;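 active means activation above a per-plate cutoff, the mean activation of sample wells on that plate plus 3 SD, cut at about 8% in these data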
Cardio protect: protects H9c2 cardiomyocytes from peroxide injury | 360,000 compounds, 0.63% hits | H2O2 injury protection, ATPLite, 2 h | protection from H2O2 cell death, % at 20 µM;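 active means compounds giving at least 50% protection of heart cells from peroxide-induced death in the single-dose screen, raw or plate-pattern-corrected value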;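 further: 0% = DMSO wells with peroxide and 100% = DMSO wells without peroxide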
Glyco luc inh: N-linked glycosylation inhibition | D54 ERlucT glycosylation luciferase reporter, 24 h; percent of 100 nM tunicamycin response | reporter increase, % at 12.5 µM | 360,000 compounds, 0.23% hits;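 active means mean luciferase reporter signal, scaled so untreated is 0 and the glycosylation-blocking control 100, at or above a set limit in every replicate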;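 further: luciferase carries N-glycosylation sites so blocking glycosylation raises the light; 0% = median of neutral control wells and 100% = median of 100 nM tunicamycin wells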
ABCB6 inh MLPCN: inhibitors of human ABC transporter ABCB6. 360,000 compounds, 0.19% hits. fluorescence ratio to DMSO, % at 10 µM. K562-ABCB6 porphyrin accumulation, flow cytometry, 1 h; stronger effect = lower value;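 active means fluorescence ratio to DMSO below 75%, the collection mean minus 3 SD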;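 further: signal is porphyrin accumulated inside mitochondria; 100% equals median channel fluorescence of DMSO control wells; lower ratio means ABCB6 inhibition with less porphyrin fluorescence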
Target sequence (Q9NP58 whole entry, looked up): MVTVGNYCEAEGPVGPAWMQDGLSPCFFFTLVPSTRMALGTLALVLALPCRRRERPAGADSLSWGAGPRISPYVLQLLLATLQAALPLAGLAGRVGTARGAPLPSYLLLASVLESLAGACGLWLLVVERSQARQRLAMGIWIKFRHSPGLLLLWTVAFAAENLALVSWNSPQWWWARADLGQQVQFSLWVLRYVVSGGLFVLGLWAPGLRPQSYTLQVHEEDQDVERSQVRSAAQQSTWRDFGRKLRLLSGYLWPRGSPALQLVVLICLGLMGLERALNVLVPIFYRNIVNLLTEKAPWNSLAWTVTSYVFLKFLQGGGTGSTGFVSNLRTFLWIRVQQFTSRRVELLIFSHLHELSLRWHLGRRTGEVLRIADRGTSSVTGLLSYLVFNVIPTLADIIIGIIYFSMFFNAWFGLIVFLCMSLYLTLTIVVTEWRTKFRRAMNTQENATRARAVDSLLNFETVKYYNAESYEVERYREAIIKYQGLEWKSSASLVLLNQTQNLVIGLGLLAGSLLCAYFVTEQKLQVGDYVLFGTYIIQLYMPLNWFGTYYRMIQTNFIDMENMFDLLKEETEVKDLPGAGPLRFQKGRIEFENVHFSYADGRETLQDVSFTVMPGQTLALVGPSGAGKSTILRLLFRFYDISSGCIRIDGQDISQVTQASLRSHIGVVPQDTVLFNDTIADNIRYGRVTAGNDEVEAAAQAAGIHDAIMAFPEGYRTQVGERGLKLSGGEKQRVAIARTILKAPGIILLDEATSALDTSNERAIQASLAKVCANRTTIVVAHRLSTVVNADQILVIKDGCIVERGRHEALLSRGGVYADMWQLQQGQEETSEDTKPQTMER
Starred values were filed as active, the others as inactive; . = not tested or not shown. Not a hit list; overall some 3.6% were active at least once.

Sequence of screens – CaV13 ICDI inh	PDI inh	Vif imaging	aDG glyco act	m5-HT2A agonist	MC4R antagonist	MC4R ag barr	Cardio protect	Glyco luc inh	ABCB6 inh MLPCN
> COc1cc(NC(=O)CCc2nnc3ccc(N4CCN(C)CC4)nn23)cc(OC)c1
  -2	4	-2	0.1	-2	4	-2.0	1	1	100
> CCCCn1c(SCc2ccccn2)nc2c1c(=O)n(C)c(=O)n2C
  -5	2	11	-0.1	-5	-5	-2.3	5	3	98
> COCC(=O)N(Cc1ccco1)c1nnc(C2CCOC2)s1 (centres undefined)
  .	-2	-2	-0.1	-3	5	-1.2	-4	0	88
> COc1ccc(C(=O)NC(Nc2ccc(C)cc2)C(Cl)(Cl)Cl)cc1 (centres undefined)
  -9	-4	-15	4.8	0	20	-1.9	-9	-3	94
> CC(=O)c1ccccc1C(=O)N1CCCC(CCC(=O)N2CCN(c3ccccn3)CC2)C1 (centres undefined)
  -6	6	-10	0.0	2	0	-3.0	7	-1	95
> CC[C@H]1CCCCc2ccccc2[C@@H](C(=O)C[C@@H](O)CC(C)=O)OC1=O
  -3	6	.	-0.1	1	12	0.9	-24	2	97
> Cc1ccc(-c2csc(N3CCN(c4cc5c(cc4Cl)nc(-c4ccncc4)n5CCN4CCCCC4)CC3)n2)cc1
  -10	0	3	0.4	-7	0	0.2	9	-4	94
> Cc1cccc(C(=O)NCc2nnc(SCC(=O)N3CCN(c4ccccc4)CC3)n2C)c1
  -5	6	.	-0.1	-3	1	-1.8	0	-1	96
> CC(=O)c1cccc(NC(=O)COC(=O)Cn2cnc3ccccc32)c1
  -2	16	-3	-0.3	-3	-2	-0.1	4	-1	94
> Nc1ccc2oc(-c3cccc(Br)c3)nc2c1
  .	-2	.	0.2	0	8	-0.2	-3	-8	107
> c1ccc(-n2ncc3c2ncn2nnnc32)cc1
  -7	-3	23	0.0	-2	3	-0.7	5	-2	92
> CCOc1ccc(-c2c(C(=O)N/N=C/c3sccc3C)nnn2-c2nonc2N)cc1
  -14	3	-6	-0.1	-2	-7	-2.1	19	7	94
> O=C(O)c1cccnc1SCc1cccc(Br)c1
  -2	-8	-11	0.1	-5	16	-2.3	9	2	95
> Cc1ccccc1OCC(=O)N1CCN(C(=O)COc2ccccc2C)CC1
  -5	-3	-7	0.0	-1	6	-0.8	0	0	101
> O=C1CC(c2ccccc2)CC(=O)C1CS(=O)(=O)c1ccccc1 (centres undefined)
  3	3	-4	0.2	0	2	-2.3	3	2	101
> CN(C)c1ccc(/C(=N\O)c2ccccc2)cc1
  -8	-6	-2	0.0	-5	-2	-2.4	2	-3	93
> COC(=O)CSc1nc(C)cc(C)c1C#N
  -4	-3	-2	0.1	0	1	-2.0	6	1	98
> CC(=NNC(=S)N1CCN(C2CCCCCC2)CC1)c1ccccn1
  -6	2	-5	0.7	3	-4	-3.2	19	-3	102
> O=c1cc(CN2CCN(c3ccccc3)CC2)c2cc(O)c(-c3ccccc3)cc2o1
  0	-2	-8	0.2	-6	8	3.6	2	-1	96
> Nn1c(SCC(=O)Nc2ccc3c(c2)OCO3)nnc1C1CCCCC1
  -12	3	1	0.1	4	7	2.5	8	6	104
> Fc1ccc(CN2CCCCCCC2)cc1
  -10	2	12	0.0	-2	-15	-0.3	2	2	100
> O=C(CCCC(=O)N1CCCc2ccccc21)N1CCCc2ccccc21
  -4	3	-18	0.2	1	9	-0.4	-8	-2	95
> O=C(c1ccc(C(F)(F)F)cc1)N1CCC(=O)N(C(COCc2ccc(C(F)(F)F)cc2)Cc2ccccc2)CC1 (centres undefined)
  -11	-5	3	0.9	-6	16	2.3	-8	-2	95
> COc1ccc(CNC(=O)C(Cc2ccccc2)n2cccc2)cc1 (centres undefined)
  -6	8	13	0.0	3	2	-0.2	0	0	95
> N#Cc1nnn(-c2cc(Cl)cc(Cl)c2)c1N
  -5	0	-3	1.0	-2	2	-1.1	0	2	100
> O=C(NNc1cc(N2CCOCC2)nc(N2CCOCC2)n1)C12CC3CC(CC(C3)C1)C2
  -19	-10	-4	-0.4	4	11	-0.3	6	1	100
> CCOC(=O)C1CC(CN2C(=O)c3ccccc3C2=O)OC1=O (centres undefined)
  -5	-1	9	-0.1	-1	-7	-0.1	3	1	96
> O=c1[nH]c(N/N=C/c2cc3c(cc2[N+](=O)[O-])OCO3)nc2ccccc12
  -5	4	2	0.0	6	14	-1.3	10	3	95
> Fc1ccc(-c2nnn(Cc3nc4ccccc4s3)n2)cc1
  -3	-3	-7	-0.1	0	5	-0.1	-5	-1	94
> c1ccc2c(CN3CCOCC3)csc2c1
  -5	3	6	-0.2	-4	8	-3.0	2	2	98
> O=C(CN(Cc1ccco1)C(=O)c1ccccc1F)Nc1ccccc1C(F)(F)F
  -6	0	-2	0.0	-6	0	-0.7	1	0	98
> CCOC(=O)/C(C#N)=C1/C(=O)N(Cc2ccccc2)c2ccccc21
  7	25	13	0.3	6	-15	-0.1	5	4	111
> COc1ccc(-c2csc(C(O)c3ccc(F)cc3)n2)cc1 (centres undefined)
  -5	14	-9	0.2	-3	4	-0.7	-8	-2	103
> O=C(NCCSc1ccccc1)c1ccc(Br)cc1
  -6	0	-13	-0.1	3	0	-2.2	-2	-13	104
> CCN(CCCNC(=O)CNC(=O)c1nn(-c2ccc(OC)c(OC)c2)c(=O)c2ccccc12)c1ccccc1
  -7	10	-7	-0.1	0	-5	0.5	10	-1	95
> Cc1ccccc1NC(=O)CCNS(=O)(=O)c1ccc2c(c1)CCC(=O)N2
  -2	2	-6	0.0	5	7	-1.5	2	1	105
> CSc1ccc(/C=c2\s/c(=C\C(=O)C(C)(C)C)n(CC(=O)NCCC3=CCCCC3)c2=O)cc1
  -98	-19	2	-0.4	9	4	-0.4	38	-3	98
> Cc1cc2cc(CNC(=O)c3cccs3)ccc2[nH]1
  -5	.	-2	-0.5	-2	20	-0.9	7	-1	107
> CCCN(C(=O)c1cc(-c2ccco2)nc2ccccc12)c1c(N)n(Cc2ccccc2)c(=O)[nH]c1=O
  -7	11	3	-0.2	-2	6	-1.5	6	-2	91
> O=C(COc1ccc2c3c(c(=O)oc2c1)CCCC3)NCc1cccnc1
  -2	-4	7	7.0*	11	11	-1.3	0	0	99
> Cc1cccc(C(=O)NC(=S)NC(C)c2ccccc2)c1 (centres undefined)
  -4	-1	.	-0.1	1	14	1.6	-2	1	104
> O=C(c1cc(F)ccc1F)C1CCCN(C(=O)c2ccc3nccnc3c2)C1 (centres undefined)
  -4	0	-13	-0.3	7	13	-1.2	5	-2	102
> Cc1cc(/C=N/Nc2ncnc(N)c2[N+](=O)[O-])c(C)n1-c1ccccc1
  -5	-1	-5	0.0	-3	-2	-4.0	-16	-19	99
> O=C(c1nn(Cc2ccccc2)c(=O)c2ccccc12)N1CCc2ccccc2C1
  -5	-13	3	-0.2	-4	9	-2.0	3	-2	88
> COc1ccc(C)cc1NC(=O)CSc1nc2ccccc2nc1N1CCCC1
  -6	.	17	0.4	-1	1	-0.3	-5	1	102
> COc1cccc(CNC(=O)CCS(=O)(=O)c2cccs2)c1
  -6	-3	-4	0.0	-2	10	1.5	6	3	96
> CCCCNC(=O)Cc1cc(=O)[nH]c(=O)[nH]1
  -3	.	-3	-0.3	0	8	0.4	-8	-1	94
> CCN1CCN(S(=O)(=O)c2ccc(Cl)c(C(=O)NC3CC3)c2)CC1
  -18	-3	14	-0.2	-1	10	-0.7	2	0	103
> CCCCCc1cc(=O)oc2c(C(CCN(CC)CC)c3cc(OC)c(OC)c(OC)c3)c(OC)cc(OC)c12 (centres undefined)
  -10	6	1	-0.6	-7	19	-0.3	-28	-4	92
> Cc1ccc(C)c(N(CC(=O)NN=C2CCN(C)CC2)S(=O)(=O)c2ccccc2)c1
  -3	4	-10	-0.2	-3	-4	-1.0	7	-2	98

Remaining list, next part
Sequence of screens – CaV13 ICDI inh	PDI inh	Vif imaging	aDG glyco act	m5-HT2A agonist	MC4R antagonist	MC4R ag barr	Cardio protect	Glyco luc inh	ABCB6 inh MLPCN
> O=C(NCc1ccccc1)c1ccc(CNc2c(N3CCCC3)c(=O)c2=O)cc1
  -6	0	-2	0.0	-3	7	-0.9	-3	0	95
> O=S(=O)(Nc1ccc(Br)cn1)c1ccc(Cl)s1
  -6	4	1	0.3	12	4	-2.8	1	-2	96
> O=C(Cc1ccccc1)Nc1ccc(Cl)cn1
  -5	3	1	0.3	1	-1	-0.4	-4	-1	100
> Cc1cc(C)c(NC(=S)NCCCSC2CCCCC2)c(C)c1
  -20	-1	7	0.5	-2	1	-2.5	-12	-5	100
> Cc1ccc2c(c1)N(CC(=O)NCCc1c[nH]c3ccccc13)C(=O)CO2
  -8	2	-7	0.0	-2	12	0.7	-6	2	101
> COc1ccc(OC)c(C(=O)c2ccc(C(=O)N3CCCCC3)cc2)c1
  -4	8	-1	0.0	-5	-5	-1.4	-2	-3	94
> O=C(NCc1ccccc1Cl)C1CCC(=O)N1Cc1ccc(F)cc1 (centres undefined)
  -2	3	6	0.1	1	13	0.0	-4	0	104
> CCc1cccc2c(C#N)cn(CC(=O)NCCOC)c12
  -3	6	-3	-0.1	-2	6	-2.1	5	1	96
> CCN(CC)CCOCCn1c(C)ccc1C
  -5	9	-3	-0.3	-3	7	-0.5	9	3	104
> CCc1cccc(N(C(=O)c2csnn2)C(C(=O)NC(C)(C)C)c2ccccn2)c1 (centres undefined)
  -3	10	2	0.5	3	1	2.4	1	1	99
> CN(C(=O)CN1C(=O)c2ccccc2S1(=O)=O)c1ccccc1C(=O)O
  -8	4	17	-0.2	-1	7	-2.1	-2	1	101
> Cc1ccc(OCCCN2CCCC2)c(C)c1
  .	-7	.	0.0	-2	7	-0.8	9	0	94
> COCCCNC(=O)CC1C[C@H](C(=O)N2CCCCC2)[C@@]2(C)c3[nH]c4ccc(OC)cc4c3CCN2C1=O (some centres undefined)
  -6	10	9	-0.2	3	-3	2.7	-3	4	98
> O=C(N1CCN(c2ccccn2)CC1)N1c2ccccc2Sc2ccccc21
  -6	-1	-13	0.0	-10	-21	-2.9	-7	7	90
> CC(C)Cc1nnc(NC(=O)CSc2nc(O)c(Cc3ccccc3)c(=O)[nH]2)s1
  -4	19	-4	0.0	1	0	-2.4	2	1	97
> CCCc1nc(SCC(=O)c2ccc3c(c2)NC(=O)CO3)[nH]c(=O)c1CC
  -6	-1	-2	0.0	-1	7	-0.4	-1	2	100
> COc1ccc(NC(=S)NC(=O)CC(C)C)c(OC)c1
  -7	10	-10	0.2	-3	-5	-1.4	-5	3	98
> CCCNC(=O)Nc1nnc(C2CC2)s1
  4	4	-1	0.2	1	3	-1.6	5	2	104
> CC(C)(C)c1cc(CCC(=O)N2CCNCC2)c(C(C)(C)C)cc1O
  .	0	-14	-0.2	-1	10	1.5	7	-2	97
